Assay outcomes deposited in PubChem BioAssay by National Center for Advancing Translational Sciences (NCATS).
aGlu spleen mod = inhibitors or activators of human alpha-glucosidase in spleen homogenate; 240,000 tested, 0.006% active; AID 2112; P10253; Potency, µM (top dose mostly 79.9 µM), without a hit: top-dose activity change, negative = inhibition, actives largely listed as inhibitors; human spleen homogenate, 4-MU-alpha-glucoside fluorescence;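 also: 0% = enzyme with vehicle and -100% = no enzyme basal signal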
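Compounds were titrated against alpha-glucosidase in spleen homogenate at pH 5.0, with 1 mM 4-methylumbelliferyl substrate for 40 min at 37 C. Reactions were quenched with pH 10 NaOH/glycine and fluorescence measured.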
aGal spleen mod = inhibits or activates alpha-galactosidase in human spleen homogenate; P06280; human spleen homogenate, 4MU-alpha-Gal fluorescence, 40 min; Potency, µM (highest dose often 80 µM), inactives show at the highest dose activity change, negative = inhibition, usual class: inhibitors; 240,000 tested, 0.008% active; AID 2107;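 also: 0% = enzyme with vehicle and -100% = no enzyme basal signal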
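Human spleen homogenate (1 ug) was the enzyme source, with 4-methylumbelliferyl-alpha-D-galactopyranoside (1 mM final) in pH 5.0 citrate buffer with 0.01% Tween-20. Compounds were titrated; after 40 min at 37C, NaOH/glycine stop, 4-MU fluorescence read; AC50 from Hill fits.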
ALDH1A1 block = blocks purified human ALDH1A1 activity; 220,000 tested, 7.3% active; AID 1030; P00352; Purified ALDH1A1, NADH fluorescence, propionaldehyde substrate; Potency, µM (doses to about 75.3 µM), without a hit: at the top dose activity, negative = inhibition, hits mostly inhibitors; active = well fitted inhibition curve with a large enough effect, not every such curve was filed as active; inconclusive = small, poorly fitted or top-dose-only effect, or another doubt; inactive = no such curve, though single readings can be large or run the other way;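 also: plate controls were no enzyme wells and a reference inhibitor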
Target sequence (P00352 whole entry, looked up): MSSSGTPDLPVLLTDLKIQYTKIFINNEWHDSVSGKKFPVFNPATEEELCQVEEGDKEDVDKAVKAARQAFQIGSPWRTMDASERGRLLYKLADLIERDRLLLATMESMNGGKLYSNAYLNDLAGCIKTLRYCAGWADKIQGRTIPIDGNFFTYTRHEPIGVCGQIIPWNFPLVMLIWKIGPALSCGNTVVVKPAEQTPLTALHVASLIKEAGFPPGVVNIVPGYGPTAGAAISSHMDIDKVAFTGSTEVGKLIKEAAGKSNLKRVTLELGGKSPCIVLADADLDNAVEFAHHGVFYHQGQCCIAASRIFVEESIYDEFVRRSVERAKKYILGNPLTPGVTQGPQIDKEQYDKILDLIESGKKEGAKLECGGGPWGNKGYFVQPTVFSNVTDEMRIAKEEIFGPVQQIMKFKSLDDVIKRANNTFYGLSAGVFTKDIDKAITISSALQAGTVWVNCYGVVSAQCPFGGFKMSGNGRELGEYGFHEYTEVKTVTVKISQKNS
GAA inhib = inhibitors of human lysosomal alpha-glucosidase; P10253; purified human GAA, 4-MU-alpha-glucoside fluorescence; Potency, µM (titrated, usually from 76.9 µM), inactives show at the highest dose activity change, negative = inhibition, most hits filed as inhibitors; 200,000 tested, 0.005% active; AID 1466;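 also: plate controls were uninhibited enzyme wells for no effect and no-enzyme background for full effect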
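Human alpha-glucosidase, 4 nM, pre-mixed with test compounds before 400 uM 4-methylumbelliferyl substrate; 20 min room temperature at pH 5.0. Fluorescence read after pH 10 stop; AC50 values from Hill-equation fits.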
SMN2 splice enh = enhancers of SMN2 splice variant expression; HEK293 SMN2-luciferase splicing reporter, luminescence, 30-36 h; Potency, µM (top dose mostly 46.1 µM), without a hit: at the highest dose activity change, positive = activation, hits mostly activators; 210,000 tested, 2.8% active; AID 1458; also: % of control where 0% means no effect; nearly all actives have a fitted effect of over 55% in size
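HEK293 cells carry an SMN2 […]–luciferase reporter in which exon 7 inclusion puts luciferase in frame. Cells were plated 10-12 h before compound addition, then incubated 30-36 h at 37C. ONE-Glo luminescence was read; sodium butyrate at 4.5 mM final served as control.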
GAA glycogen mod = alters human alpha-glucosidase cleavage of glycogen | Potency, µM (top dose mostly 76.4 µM), for inactives: at the highest dose activity change, negative = inhibition, usual class: inhibitors | P10253 | recombinant GAA, glycogen substrate, Amplex Red glucose oxidase fluorescence | 300,000 tested, 0.38% active | AID 2100;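 also: 0% = full enzyme reaction and -100% = no-enzyme basal signal; the screen sought inhibitors and activators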
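Recombinant human enzyme (4 nM); glycogen substrate; 37 C, 40 min, pH 5.0. Readout: coupled glucose oxidase/Amplex Red fluorescence.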
RGS12 GoLoco inh = blocks human Gai1 binding to RGS12 GoLoco peptide, red readout | P63096 | Gai1:RGS12 GoLoco peptide FP, rhodamine, 10 min | Potency, µM (series often up to 61.6 µM), for inactives: top-dose activity, negative = inhibition, most hits filed as inhibitors | 230,000 tested, 0.44% active | AID 880; active = well fitted inhibition curve with a large enough effect, not every such curve was filed as active; inactive = no such curve, though single readings can be large or run the other way; also: % is scaled to controls: 0 for no effect and ±100 for the full control effect; nearly all actives have a fitted effect of over 30% in size; many of its hits are not listed in these tables
KDM4E inh = JMJD2E (human) inhibition. JMJD2E catalytic domain, FDH-coupled NADH fluorescence (FDH is formaldehyde dehydrogenase). Potency, µM (titrated, usually from 57.1 µM), inactives show top-dose activity change, negative = inhibition, usual class: inhibitors. 230,000 tested, 1.6% active. AID 2147; active = well fitted inhibition curve with a large enough effect, not every such curve was filed as active; inconclusive = small, poorly fitted or top-dose-only effect, or another doubt; inactive = no such curve, though single readings can be large or run the other way;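 also: 0% = wells with enzyme and -100% = buffer wells without enzyme; nearly all actives have a fitted effect of over 50% in size; many of its hits are not listed in these tables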
Target sequence (B2RXH2 1-337 limits assumed): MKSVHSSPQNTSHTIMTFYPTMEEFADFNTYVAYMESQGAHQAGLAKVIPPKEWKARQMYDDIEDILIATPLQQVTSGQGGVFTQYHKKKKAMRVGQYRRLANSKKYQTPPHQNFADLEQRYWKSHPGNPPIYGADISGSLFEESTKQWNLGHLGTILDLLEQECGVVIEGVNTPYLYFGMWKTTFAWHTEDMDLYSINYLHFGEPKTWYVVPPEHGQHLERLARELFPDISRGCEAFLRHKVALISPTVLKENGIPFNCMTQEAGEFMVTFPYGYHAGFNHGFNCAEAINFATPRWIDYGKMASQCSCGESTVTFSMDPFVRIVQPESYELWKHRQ
Numbers without * were called inactive; ? = inconclusive; / = no result given; & = joins results of further samples; ! = not confirmed by another sample; [ ] = dose if it differs, or a comment. Unless noted, calls follow the shape of the dose curve; as a rule, active = well fitted curve in the direction sought with a large enough effect; inconclusive = small, poorly fitted or top-dose-only effect, or another doubt; inactive = no such curve, though single readings can be large; an effect the other way counts as inactive or inconclusive. Potency is read from the fitted curve at half-maximal effect.

SMILES	aGlu spleen mod	aGal spleen mod	ALDH1A1 block	GAA inhib	SMN2 splice enh	GAA glycogen mod	RGS12 GoLoco inh	KDM4E inh
O=C(Cc1ccccc1)NC(NC(=S)Nc1cc(Cl)ccc1Cl)C(Cl)(Cl)Cl (stereo unspecified)	5%	-3%	?	5%	-11%	2%	11%	-1%
CC1(C)CC(=O)C2=C(C1)OC(N)=C(C#N)C2Cc1ccccc1 (stereo unspecified)	2%	0%	-12%	1%	-11%	-2%	0%	4%
CC1CCC(C(C)C)C(OC(=O)COC(=O)c2ccc(=O)[nH]c2)C1 (stereo unspecified)	1%	-6%	5%	2%	-9%	-5%	4%	2%
Cc1c(NC(=O)C(C)OC(=O)CNC(=O)c2ccccc2)c(=O)n(-c2ccccc2)n1C (stereo unspecified)	1%	3%	3%	3%	2%	3%	-13%	2%
O=C(COc1cccc(Br)c1)N/N=C1\CCSC1	-4%	8%	4.5µM*	3%	15%	-5%	7%	20%
Cc1oc2c(c1C(=O)Nc1cccc3ccccc13)CCCC2	2%	-1%	?	-4%	-14%	4%	31%[activator]	3%
O=C(CCC1CCCCC1)Nc1ccccc1C(=O)N1CCOCC1	-6%	-5%	?	-2%	/	1%	4%	5%
COc1cccc(-c2nc(NCc3ccccc3)c3ccccc3n2)c1	-4%	15%	?	/	/	/	-17%	/
CCOC(=O)N1CCC(NC(=O)c2ccc(Cl)cc2)CC1	-4%	-2%	/	/	/	4%	7%	-3%
COc1cc2[nH]c3c(N4CCC(C(N)=O)CC4)ncnc3c2cc1OC	5%	6%	?	7%	-2%	-23%	8%	?
CCCn1c(SCC(=O)NC(C)C23CC4CC(CC(C4)C2)C3)n[nH]c1=O (stereo unspecified)	-7%	-2%	-8%	2%	-6%	-1%	8%	2%
Cc1nn(C)cc1C(C(=O)NC1CCCCC1)N(CCc1ccccc1)C(=O)c1cnccn1 (stereo unspecified)	-4%	1%	-11%	9%	/	-9%	8%	8%
Cc1nnc(N2C(=O)C(O)=C(C(=O)c3ccco3)C2c2ccc(C(C)C)cc2)s1 (stereo unspecified)	0%	-4%	-1%	-7%	20%	7%	16%	-11%
Cc1ccc(/C=N/NC(=O)c2ccccc2OCc2ccc(F)cc2)o1	2%	11%	-13%	-3%	-24%	-12%	-4%	-4%
COc1cccc(-c2nn(-c3ccccc3)cc2CN(C)Cc2ccno2)c1	4%	0%	-10%	/	/	8%	4%	-16%
CCCCCCOC(=O)Cc1c(C)nc(-c2ccccc2)[nH]c1=O	-5%	2%	-2%	4%	-4%	7%	-2%	-2%
N#C/C(=C\c1c(N2CCC(C(N)=O)CC2)nc2ccccn2c1=O)C(=O)NCc1ccco1	-4%	4%	?	1%	5%	-1%	18%	?
Cc1nn(C2CCCO2)c(=O)nc1N (stereo unspecified)	5%	12%	15%	?	10%	13%	-11%	-5%
CCOC(=O)C(C)Oc1ccc2c(CC)cc(=O)oc2c1C (stereo unspecified)	0%	11%	?	-1%	-40%	-16%	2%	?
Cc1ccc(C)c(OCc2nnc(NC(=O)c3ccco3)s2)c1	-1%	-5%	?	-3%	?	4%	12%	-16%
COC(=O)c1ccccc1NS(=O)(=O)c1ccc(O)c(C(=O)O)c1	-7%	4%	-4%	?	16%	-8%	3%	5%
CC(C)c1nnc(NC(=O)C2CCCN2S(=O)(=O)c2ccc(Cl)cc2)s1 (stereo unspecified)	3%	7%	10%	-2%	-13%	6%	9%	3%
CCOc1ccc(NC(=S)NNC(=O)c2cc(Br)ccc2Cl)cc1	-20%	-4%	13µM*	-3%	-5%	?	10%	-10%
CCC(=O)Nc1c(-c2ccccc2)c(=O)c2ccccc2n1C	2%	1%	/	/	/	0%	4%	-18%

ALDH1A1 block, hit marks shown above.
SMILES	aGlu spleen mod	aGal spleen mod	ALDH1A1 block	GAA inhib	SMN2 splice enh	GAA glycogen mod	RGS12 GoLoco inh	KDM4E inh
O=C(COc1cccc(Br)c1)N/N=C1\CCSC1	-4%	8%	4.5µM*	3%	15%	-5%	7%	20%
CCOc1ccc(NC(=S)NNC(=O)c2cc(Br)ccc2Cl)cc1	-20%	-4%	13µM*	-3%	-5%	?	10%	-10%

In the list so far, these have an aryl methoxy group.
SMILES	aGlu spleen mod	aGal spleen mod	ALDH1A1 block	GAA inhib	SMN2 splice enh	GAA glycogen mod	RGS12 GoLoco inh	KDM4E inh
COc1cccc(-c2nc(NCc3ccccc3)c3ccccc3n2)c1	-4%	15%	?	/	/	/	-17%	/
COc1cc2[nH]c3c(N4CCC(C(N)=O)CC4)ncnc3c2cc1OC	5%	6%	?	7%	-2%	-23%	8%	?
COc1cccc(-c2nn(-c3ccccc3)cc2CN(C)Cc2ccno2)c1	4%	0%	-10%	/	/	8%	4%	-16%

More structures follow.
SMILES	aGlu spleen mod	aGal spleen mod	ALDH1A1 block	GAA inhib	SMN2 splice enh	GAA glycogen mod	RGS12 GoLoco inh	KDM4E inh
COc1ccc(-n2c(=S)[nH]c3ccccc32)cc1	-6%	-5%	32µM*	0%	?	-10%	107%[activator]	-21%
CC(=O)c1cc(O)c2ccccc2c1O	2%	-8%	/	/	/	-5%	14µM*	14µM*
CCCCCCCCC[n+]1cccc2c3ccccc3ccc21	3%	5%	?	?	-69%[inhibitor]	1%	-6%	?
O=S1(=O)CCC(NC(=S)NC2CCS(=O)(=O)C2)C1 (stereo unspecified)	-3%	8%	3%	7%	-30%[inhibitor]	13%	-1%	6%
CCN(CCC(=O)O)c1ccccc1	-5%	-2%	7%	-1%	/	-11%	-25%	1%
Cc1nc2c(c3c1[nH]c1ccccc13)C(=O)CC(C)(C)C2	-2%	-13%	?	0%[15.4 µM]	-32%[inhibitor]	-10%	20%	?
CCC(C)N(C(=O)CSc1ccc(NC(C)=O)cc1)C1CCS(=O)(=O)C1 (stereo unspecified)	0%	3%	6%	-2%	-47%[inhibitor]	9%	2%	0%
COC(=O)c1cccc(S(=O)(=O)N(Cc2ccco2)Cc2cc3cc(OC)ccc3[nH]c2=O)c1	-3%	2%	?	-1%	-10%	1%	33%[activator]	?
Cc1ccc(-n2c(SCC(N)=O)nnc2-c2ccccn2)cc1	13%	3%	7%	-5%	11%	5%	3%	-3%
Cc1cc(NC(=O)Cn2nnc3sc4c(c3c2=O)CCC(C(C)(C)C)C4)no1 (stereo unspecified)	-1%	5%	?	-3%	/	-11%	/	?
CCCCCCC(C)n1cc(C(C)=O)c(=O)[nH]c1=O (stereo unspecified)	-2%	-6%	26%	13%	5%	-7%	0%	1%
CC(C)(C)CC(=O)O/N=C(\N)c1ccccn1	-3%	1%	-5%	2%	7.1µM*	15%	4%	-2%
O=C(Nc1cc2c(cc1Cl)OCCCO2)c1ccc(F)cc1	2%	0%	?	3%	7.9µM*	7%	-5%	8%
Cc1csc2c(N3CCN(C(=O)Nc4ccc(Cl)c(Cl)c4)CC3)ncnc12	2%	4%	/	/	/	-6%	-1%	-30%
O=C(O)CCNC(=O)CCCn1nnc2ccccc2c1=O	3%	9%	/	/	/	7%	4%	-1%
O=C(Nc1ccncc1)c1ccc(NS(=O)(=O)c2cccc(F)c2)cc1	3%	2%	13%	8%	-43%[inhibitor]	9%	6%	-5%
CN(C)c1nc(C(=O)Nc2ccccc2)nc(N(C)C)n1	-7%	-1%	-3%	-4%	63%	-6%	4%	-5%
O=C1CCc2cc(S(=O)(=O)N3CCC(C(=O)NC4CCCc5ccccc54)CC3)ccc2N1 (stereo unspecified)	-4%	3%	?	-8%	-2%	10%	11%	2%
CC1(C)CCC2=C(O1)c1ccccc1C(=O)C2=O	5%&3%&-1%	?	?	/	-85%&-85%&-71%[inhibitor]	/	-4%&-13%&-1%	3.5µM*!
CCc1ccccc1NC(=O)N1CCCC(CCC(=O)N(C)CCc2ccccn2)C1 (stereo unspecified)	8%	2%	4%	9%	/	-10%	1%	4%
O=C1N/C(=N/O)S/C1=C/c1cccc([N+](=O)[O-])c1	-12%	2%	?	-4%	-14%	?	8%	-10%
O=P1(c2ccccc2)C=Cn2c1cc1c2CCCC1 (stereo unspecified)	-1%	5%	-8%	-3%	-30%[inhibitor]	1%	-6%	-14%
O=C(NC1(C(F)(F)F)NC(=O)N(Cc2cccnc2)C1=O)c1ccccc1 (stereo unspecified)	1%	3%	19%	3%	-11%	-5%	9%	0%
Cc1c(NC(=O)C(C)Sc2ncnc3ccccc23)c(=O)n(-c2ccccc2)n1C (stereo unspecified)	-4%	-1%	?	-4%	-7%	-5%	3%	-29%

Record cards, as listed above.
CC(=O)c1cc(O)c2ccccc2c1O is listed with aGlu spleen mod: 2%; aGal spleen mod: -8%; ALDH1A1 block: /; GAA inhib: /; SMN2 splice enh: /; GAA glycogen mod: -5%; RGS12 GoLoco inh: 14µM*; KDM4E inh: 14µM*
CC1(C)CCC2=C(O1)c1ccccc1C(=O)C2=O is listed with aGlu spleen mod: 5%&3%&-1%; aGal spleen mod: ?; ALDH1A1 block: ?; GAA inhib: /; SMN2 splice enh: -85%&-85%&-71%[inhibitor]; GAA glycogen mod: /; RGS12 GoLoco inh: -4%&-13%&-1%; KDM4E inh: 3.5µM*!

(list continues)
SMILES	aGlu spleen mod	aGal spleen mod	ALDH1A1 block	GAA inhib	SMN2 splice enh	GAA glycogen mod	RGS12 GoLoco inh	KDM4E inh
COc1cc(C2CC(=O)Oc3c2c(=O)n(C)c2ccccc32)ccc1O (stereo unspecified)	2%	-1%	-2%	4%	7%	?	7%	15%
O=C(Cc1ccccc1)N/N=C/c1ccc(Cl)cc1Cl	1%	0%	-3%	-1%	13%	0%	5%	2%
O=C(Nn1c(C2CCC2)nc2ccccc2c1=O)C1CCC1	-5%	-4%	?	8%	-8%	-2%	3%	5%
Fc1ccc(-n2c(-c3cc(C4CC4)[nH]n3)n[nH]c2=S)cc1Cl	4%	6%	/	/	/	-26%	-6%	-6%
O=C(c1noc2c1CCCC2)N1CCN(c2ccc(F)cc2)CC1	-3%	-1%	-1%	-3%	-23%	10%	-2%	2%
Cc1cc(NC(=O)CSc2nc3cc(Cl)ccc3s2)no1	-2%	-6%	5%	-4%	13%	-1%	-10%	5%
Cc1[nH]nc(Sc2ccccn2)c1[N+](=O)[O-]	1%	-5%	-6%	?	12%	6%	-5%	2%

An excerpt; count on the stated rates, not on these rows.
